Source: PubChem BioAssay (The Scripps Research Institute Molecular Screening Center)
PLCg1 inh = inhibitors of human phospholipase C gamma1. P19174. purified PLC-gamma1, fluorogenic substrate, fluorescence. inhibition, % at 12.2 µM. 370,000 compounds, 0.84% hits. AID 720700; in the data active means inhibition above about 9.5%
DDE Tn7 FP inh = DD(E)-Tn7 binding inhibition, primary FP screen. FP displacement of FITC-Tn7 peptide from fibrin DD(E); 0% = median of compound wells per plate. 370,000 compounds, 0.13% hits. P02675. inhibition, % at 8.3 µM. AID 720508;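 active means inhibition above the mean of compounds falling within the control limits plus 3 SD of them, cut at about 14% in these data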;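 further: 0% = plate median of compound wells and 100% = 10 µM Aha-Tn7 peptide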
Target sequence (P02675 whole entry, looked up): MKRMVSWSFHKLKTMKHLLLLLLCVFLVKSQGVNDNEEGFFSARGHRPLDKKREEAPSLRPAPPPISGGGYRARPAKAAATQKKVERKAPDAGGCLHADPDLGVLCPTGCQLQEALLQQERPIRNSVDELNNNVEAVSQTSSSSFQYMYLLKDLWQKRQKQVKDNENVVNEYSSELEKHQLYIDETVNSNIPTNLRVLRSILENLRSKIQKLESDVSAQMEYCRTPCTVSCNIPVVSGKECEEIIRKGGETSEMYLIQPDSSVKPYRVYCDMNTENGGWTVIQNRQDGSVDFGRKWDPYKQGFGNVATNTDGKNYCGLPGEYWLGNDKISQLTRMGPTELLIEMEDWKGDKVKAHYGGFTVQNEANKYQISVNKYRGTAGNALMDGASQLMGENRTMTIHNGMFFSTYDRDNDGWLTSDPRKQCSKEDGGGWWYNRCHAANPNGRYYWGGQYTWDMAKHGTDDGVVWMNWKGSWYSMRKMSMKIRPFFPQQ
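Measure: % inhibition scaled between sample-field median and high-control FP; Test system: human fibrin DD(E); Quantity: 2 µM final DD(E) protein; Doses: one dose, 8.3 µM nominal; Schedule: compound with protein 10 min, then 3 h after probe, room temperature; Detection: fluorescence polarization; Medium: Tris buffer with calcium and detergent, pH 7.8.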
DDE Tn6 FP inh = disrupts Tn6 cyclic peptide binding to fibrin D-Dimer-E complex | P02675 | Fibrin DD(E) TRITC-Tn6 fluorescence polarization displacement | inhibition, % at 8.3 µM | 370,000 compounds, 0.21% hits | AID 720509;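 active means inhibition above a per-campaign cutoff: mean of compounds within control limits plus 3 SD, cut at about 15% in these data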;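 further: 0% = median of all compound wells on the plate and 100% = blocking peptide control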
TDP2 inh = TDP2 (human) inhibition, absorbance primary screen. O95551. recombinant TDP2, T5PNP hydrolysis, p-nitrophenol absorbance 415 nm. inhibition, % at 12.8 µM. 370,000 compounds, 0.34% hits;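 active means inhibition above the mean of all tested compounds plus 3 SD, set per campaign, cut at about 25% in these data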;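 further: 0% = DMSO with enzyme and 100% = buffer with substrate but no TDP2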
Target sequence (O95551 whole entry, looked up): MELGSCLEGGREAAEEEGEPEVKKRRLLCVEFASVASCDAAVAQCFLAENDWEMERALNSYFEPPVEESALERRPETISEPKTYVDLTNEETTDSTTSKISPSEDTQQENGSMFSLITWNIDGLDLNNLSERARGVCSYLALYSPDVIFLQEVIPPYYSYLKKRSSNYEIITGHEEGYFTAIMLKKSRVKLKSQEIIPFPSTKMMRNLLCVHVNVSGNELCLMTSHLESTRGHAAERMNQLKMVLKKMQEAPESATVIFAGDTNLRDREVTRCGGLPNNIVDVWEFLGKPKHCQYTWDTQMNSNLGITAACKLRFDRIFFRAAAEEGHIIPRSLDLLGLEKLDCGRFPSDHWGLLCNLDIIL
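System – recombinant human TDP2 · Quantity – TDP2 enzyme at 120 nM final · Doses – single concentration, 12.8 µM nominal, with 1% DMSO · Incubation – 2 h at 37 °C · Measured by – epi absorbance of p-nitrophenol freed from T5PNP by hydrolysis · Read-out – % inhibition relative to enzyme-containing and enzyme-free wells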
PLC-beta3 inh = inhibitors of human phospholipase C beta3 | AID 720704 | 370,000 compounds, 0.18% hits | Purified PLC-beta3, fluorogenic substrate, fluorescence | inhibition, % at 12.2 µM; in the data active means inhibition above about 11%;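 further: 0% = median of compound wells on plate and 100% = full blocker control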
ADAM17 inh = ADAM17 inhibition, QFRET primary screen; P78536; recombinant ADAM17, EDANS/DABCYL FRET peptide cleavage; inhibition, % at 6.95 µM; 370,000 compounds, 0.83% hits; AID 720648;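 active means inhibition above the mean of compounds lying between control limits plus 3 SD, set per campaign, cut at about 8.5% in these data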;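 further: 0% = DMSO-only wells as the low control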
ARFGAP1 inhibitor = rat ARFGAP1 inhibition. Q62848. Arfgap1-stimulated ARF1 GTP hydrolysis, GDP FP detection. inhibition, % at 16.5 µM. 360,000 compounds, 0.26% hits;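 active means inhibition above a per-plate limit, mean inhibition of low control wells plus 3 SD, cut at about 25% in these data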;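 further: 0% = DMSO wells with enzyme and 100% = wells lacking Arfgap1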
Target sequence (Q62848 1-136 limits assumed): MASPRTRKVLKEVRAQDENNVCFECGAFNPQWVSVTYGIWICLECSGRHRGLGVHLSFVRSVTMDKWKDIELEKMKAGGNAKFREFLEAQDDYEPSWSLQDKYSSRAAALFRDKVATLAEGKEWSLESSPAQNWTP
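Material – truncated rat Arfgap1 GAP domain · Buffer or medium – HEPES-based buffer, pH 7.5 · Reagent – human ARF1(Δ1-17)-GTP substrate · Dosing – 16.5 µM single point, 1.26% DMSO · Schedule – GTP hydrolysis reaction 2 h at 25 °C · Technique – GDP detection by fluorescence polarization · Benchmarks – No-Arfgap1 wells (100%) versus DMSO full-reaction wells (0%) · Repeats – single replicate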
ADAM10 inh = inhibitors of human ADAM10; O14672; recombinant ADAM10, EDANS/DABCYL FRET peptide cleavage, 3 h; inhibition, % at 7 µM; 370,000 compounds, 0.62% hits;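 active means inhibition above a per-campaign cutoff equal to the mean of compounds falling between control-based bounds plus 3 SD, cut at about 20% in these data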;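 further: 0% = DMSO wells while the 100% control is not disclosed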
SIAE primary = human SIAE inhibition, primary screen; SIAE FP-Rh probe binding, fluorescence polarization; Q9HAT2; inhibition, % at 9.66 µM; 370,000 compounds, 0.69% hits;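 active means inhibition above a cutoff: mean of compounds within the control limits plus 3 SD of those, cut at about 17% in these data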;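 further: 0% = plate median of compound wells and 100% = probe without SIAE protein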
ASAP1 GAP inh = ASAP1 ArfGAP inhibition. Q9ULH1. ASAP1-stimulated ARF1 GTP hydrolysis, GDP FP detection. inhibition, % at 16.5 µM. 360,000 compounds, 0.19% hits. AID 624377; in the data active means inhibition above about 25%;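 further: 0% = vehicle with enzyme and substrate and 100% = no enzyme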
Active calls of the source: *; i = inactive; . = not tested or not shown.

SMILES	PLCg1 inh	DDE Tn7 FP inh	DDE Tn6 FP inh	TDP2 inh	PLC-beta3 inh	ADAM17 inh	ARFGAP1 inhibitor	ADAM10 inh	SIAE primary	ASAP1 GAP inh
COc1ccc(Br)cc1CN(C)CC(=O)Nc1cccc(S(N)(=O)=O)c1	1.3	8.2	-4.0	-6.1	-1.1	-2.5	-10.6	-10.0	-3.9	-12.3
Cc1ccc(C(=O)NCC(=O)N2CCCN(C)CC2)cc1C	-0.6	-6.5	-0.9	15.4	-7.9	-5.0	6.1	-9.5	1.4	-1.7
COc1ccc2nc3oc(C(=O)NCCCOC(C)C)cc3cc2c1	-465.6	2.6	7.0	6.7	i	-346.3	1.5	i	-1.3	-6.7
CC(NS(=O)(=O)c1ccc(NC(=O)N2CCCCC2)cc1)c1ccccc1 (stereo not drawn)	2.2	-3.8	0.0	-8.4	-3.7	1.3	6.5	-9.5	-2.5	-4.3
CCn1cc(C(=O)O)c(=O)c2cc(F)c(N/N=C/c3ccccc3)cc21	-29.4	2.5	2.9	5.4	-35.2	-6.5	1.8	-13.1	2.1	-2.4
Cc1ccc(CNC(=O)c2nc3nc(C)cc(C)n3n2)cc1	1.3	-1.3	2.7	-4.8	-0.6	-5.0	-7.6	10.7	-9.8	-9.0
COc1ccc(C2CC(c3ccc(F)cc3)n3nc(NC(=O)c4ccco4)nc3N2)cc1 (stereo not drawn)	-9.9	-2.6	2.3	-2.0	-17.1	-12.4	3.5	-22.6	-6.5	4.9
COc1cccc(-n2nc(C(=O)N3CCN(Cc4ccccc4)CC3)c3ccccc3c2=O)c1	-8.5	5.2	3.4	-3.8	-12.1	-3.4	-5.2	9.1	-5.0	-5.0
Oc1c(N=Nc2ccc(F)cc2)ccc2ccccc12	1.1	0.9	-4.0	13.9	-6.8	-4.2	-0.9	0.0	5.9	-6.8
O=C(c1ccc(COc2ccc(Cl)cc2)o1)N1N=C(C(F)F)CC1(O)C(F)F (stereo not drawn)	-32.5	-0.1	-7.5	-21.0	-48.0	13.2*	-7.9	34.5*	-16.3	-24.4
COc1cc(/C=N/n2cnnc2)ccc1OCCSc1ccc(C)cc1	1.3	2.6	-3.3	-16.2	-0.2	-0.9	5.1	-7.1	3.8	10.0
COc1ccc2c(C)cc(SCC(=O)NCCN3C(=O)CSC3=O)nc2c1	-7.2	3.1	8.8	3.0	-7.4	-7.4	-1.5	-28.6	-1.9	-5.8
CCCCn1c(N)c(N(CCOC)C(=O)c2cnc(C)cn2)c(=O)[nH]c1=O	-1.1	-9.9	-2.0	6.7	-8.9	0.1	7.2	-5.5	-4.3	7.9
C=CCc1c(C)nc(SC)nc1Nc1ccc(C)cc1	-2.1	0.8	1.4	3.5	-6.3	-3.0	14.1	0.5	3.6	-1.4
COc1ccc2nc3ccccc3nc2c1	-272.7	-2.1	7.6	6.5	-323.8	-75.6	2.0	-326.3	3.1	18.0
Cc1ccc(N2Cc3ccccc3OC(C)C2=O)cc1 (stereo not drawn)	0.4	-6.1	-1.9	5.4	3.3	0.4	4.5	-3.2	1.9	9.7
COc1cc(OC)nc(NC(=O)CSc2nc3ccccc3[nH]2)n1	1.3	-7.5	-4.7	-1.3	1.3	-1.1	2.5	-1.7	6.2	-1.7
O=c1[nH]nc(N/N=C/c2ccccc2OC(F)F)c(=O)[nH]1	-3.2	4.4	11.8	12.1	-11.1	-1.0	1.7	-8.3	1.2	4.2
O=C(NCc1ccncc1)c1cccc(S(=O)(=O)N2CCc3ccccc32)c1	-1.2	-7.9	-7.1	0.8	-6.9	0.3	-6.9	-3.0	-0.2	-10.2
C[C@H](NCCc1ccc(O)cc1)[C@H](O)c1ccc(O)cc1	2.9	-2.4	2.0	-0.1	-0.7	-4.1	6.5	4.2	-1.2	4.0
COc1ccc(/C=C2/NC(=O)N(CC(=O)Nc3cccc(C)c3)C2=O)cc1O	-6.3	-3.0	2.1	-6.8	-10.1	-12.7	2.7	-27.8	-1.0	9.6
CC(c1ccc(F)cc1)n1c(Cn2ncc3ccccc3c2=O)n[nH]c1=S (stereo not drawn)	-0.3	6.4	2.5	1.8	-2.0	-1.4	0.9	-0.3	6.5	1.3
O=C1NC(c2cccc3ccccc23)Nc2ccc(Cl)cc21 (stereo not drawn)	-119.2	2.9	-0.1	8.8	-143.4	-67.8	-2.6	-267.0	2.8	-12.0
Cc1ccc(NC(=O)c2nc[nH]c2C(=O)N2CCN(C(=O)OC(C)(C)C)CC2)cc1	1.0	3.5	5.8	-1.3	0.1	0.5	-5.7	1.4	-3.7	-12.2
Cc1sc2nc(CN3CCCCC3)nc(Nc3ccc4c(c3)OCCO4)c2c1C	-2.0	1.6	7.7	-15.8	-4.7	-2.8	-9.9	-4.7	5.8	-15.0
Other results:
SMILES	PLCg1 inh	DDE Tn7 FP inh	DDE Tn6 FP inh	TDP2 inh	PLC-beta3 inh	ADAM17 inh	ARFGAP1 inhibitor	ADAM10 inh	SIAE primary	ASAP1 GAP inh
COc1ccccc1CNCC(=O)Nc1ccc(N(C)C)cc1	0.1	4.2	3.5	24.4	-4.8	-2.0	9.7	-5.0	3.4	9.0
Cc1oc2cc(O)ccc2c(=O)c1Oc1ccc(F)cc1	i	1.9	-0.5	12.0	i	i	-11.5	i	-3.6	-8.3
O=C(c1cccc(S(=O)(=O)N2CCc3ccccc32)c1)N1CCN(c2ccccn2)CC1	1.0	-4.4	1.2	1.9	2.9	-1.4	-2.1	1.2	1.1	2.5
CCc1c(C(=O)NCc2cnn(C)c2)csc1C	-2.7	0.4	-3.7	6.3	1.8	-1.2	-2.5	-1.0	1.4	-8.3
CCN(CC)C(=O)[C@H]1C[C@H](CC(=O)NCCC2=CCCCC2)C(=O)N2CCc3c([nH]c4cc(CCC(=O)N(C)C)ccc34)[C@]12C	-0.5	-2.7	1.4	-18.8	5.2	3.4	-2.6	0.7	-7.7	12.5
CCCCS(=O)(=O)Nc1ccc(N2CCOCC2)c(S(=O)(=O)N2CCOCC2)c1	2.4	-4.7	-4.0	6.8	-4.2	-0.3	1.8	5.2	1.1	-2.1
Cc1ccc2c(=O)cc(C(=O)NC3CCS(=O)(=O)C3)oc2c1 (stereo not drawn)	2.8	0.7	-4.9	-2.9	-5.6	-4.9	-6.6	-7.1	-6.8	7.1
COCCN1C(=O)N(c2ccc(OC)cc2)C(=O)C1CC(=O)Nc1cccc(F)c1 (stereo not drawn)	4.1	-5.6	3.7	-10.5	-5.6	2.0	-1.7	-7.2	-7.3	3.5
COc1cccc(CNS(=O)(=O)c2cc(Br)ccc2Br)c1	-0.4	3.6	7.7	-7.1	-0.2	-0.1	-11.9	-1.3	-6.5	6.4
CCn1c(=NC(=O)CN2C(=O)CCC2=O)sc2c(C)cc(C)cc21	-0.5	-3.4	-6.5	-0.8	1.7	-3.5	-7.4	-2.4	4.8	-5.8
Cc1cc(NS(=O)(=O)c2ccc(NC(=O)C(C)N3C(=O)c4ccccc4C3=O)cc2)nc(C)n1 (stereo not drawn)	0.8	-1.7	3.5	1.4	-0.9	-3.8	2.8	-7.1	6.0	0.7
CC1(c2ccc(Cl)cc2)NC(=O)N(CC(=O)c2ccc3c(c2)OCO3)C1=O (stereo not drawn)	-3.2	1.2	2.6	11.3	-10.4	0.7	-1.0	-2.2	-1.4	0.1
O=C(O)CCCCCNC(=O)c1ccccc1	-0.7	9.5	2.6	12.4	2.0	1.3	-0.7	7.9	4.2	0.5
O=C(C[n+]1ccccc1)c1ccc(-c2ccccc2)cc1	-2.8	5.0	-2.0	-1.3	-8.9	-6.5	2.1	-1.1	-6.6	-5.5
c1ccc2c(Nc3ccc(N4CCOCC4)cc3)nc(N3CCOCC3)nc2c1	-5.2	-7.4	-8.1	-11.1	-7.5	2.0	1.2	13.8	3.6	15.6
C=CCNc1ncnc2c1[nH]c1ccccc12	-13.9	1.8	-11.2	1.4	-17.0	-35.6	11.9	-100.1	-0.3	-11.7
CCN(CC)CC#CCC(OC)(c1ccccc1)c1ccccc1	0.1	1.9	-5.8	-0.3	-5.8	3.7	1.8	-1.2	7.7	11.1
CC(=O)Nc1nc2c(C)cc(NC(=O)C3CCCCC3)cc2s1	0.1	-2.3	5.0	-6.1	-2.3	-2.1	-13.2	-1.5	1.5	2.0
O=C(COC(=O)/C=C/c1ccc([N+](=O)[O-])cc1)NC1CCCCC1	1.8	0.8	4.8	1.9	-7.8	0.0	-14.1	-13.2	5.2	4.5
COCCSc1nc(N)c(NC(=O)c2ccco2)c(=O)[nH]1	-2.6	-3.0	-0.9	-7.8	-1.0	-2.7	3.0	-14.1	11.3	2.2
Cc1cccc(N(CC(=O)NC(C)(C)C)C(=O)CNC(=O)c2cccs2)c1	2.6	-3.0	0.0	3.4	5.2	-0.5	-2.0	3.9	0.3	-2.6
CCN(CC(=O)Nc1ccc2c(c1)OCCO2)C(=O)c1ccc([N+](=O)[O-])s1	2.6	-6.7	-5.3	1.9	-5.7	5.5	-1.0	8.0	-1.5	0.1
COc1cccc(C(=O)N2CCCC(c3nc(-c4cccs4)no3)C2)c1 (stereo not drawn)	3.9	-4.7	6.8	-9.3	3.5	2.0	17.5	1.4	3.1	2.2
O=C(CCc1nnc(COc2ccccc2)o1)NC1(c2ccccc2)CC1	0.7	1.2	-9.5	-0.5	-3.9	-3.1	10.6	1.2	-4.6	-8.8
Cc1cccc(Nc2nc(NCc3ccco3)c3ccccc3n2)c1	-46.5	2.3	-18.1	-8.2	-42.0	-40.2	2.9	-95.0	22.6*	9.2
O=C(Nc1ccncc1)Nc1cccc(C(F)(F)F)c1	2.4	-0.4	-3.8	3.3	-2.5	0.0	-5.3	1.3	-12.0	18.0
COC(=O)Nc1ccc2c(c1)N(C(=O)CCN(C)C)c1ccccc1CC2	-18.4	-3.5	-1.4	6.0	-25.0	-5.9	12.3	-15.5	-3.4	-7.5
O=S1(=O)c2ccc(N3CCCC3)cc2Oc2ccccc2CN1Cc1cn(Cc2ccc(F)cc2)nn1	-1.0	1.8	-5.3	9.9	-3.6	-6.4	.	-7.0	1.1	.

Quoted from the listing.
PLCg1 inh result of `COC(=O)Nc1ccc2c(c1)N(C(=O)CCN(C)C)c1ccccc1CC2` = -18.4
ADAM17 inh result of `CCc1c(C(=O)NCc2cnn(C)c2)csc1C` = -1.2

Compounds as they come; about 3.6% have a hit in one of these screens.
